# Fam108B counter: Fam108B inhibition, counter-screen for RBBP9 inhibitors. AID 1947. recombinant Fam108B, FP-Rh probe fluorescence polarization. 300,000 compounds, 0.33% hits. inhibition, % at 9.51 µM;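 active = inhibition above the screen mean inhibition plus 3 SD, computed separately per campaign, cut at about 18% in these data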;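 also: inhibitors lower polarization as less probe binds the enzyme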
# AGP1-GFP MLPCN: yeast TOR pathway AGP1-GFP modulation. S. cerevisiae AGP1-GFP multiplex flow cytometry, 3 h; GFP as percent of DMSO wells. GFP response vs DMSO, % at 10 µM. 320,000 compounds, 0.02% hits;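 active = GFP response relative to DMSO above a set limit, near screen average plus 3 SD, cut at about 150% in these data; inconclusive = fewer than 70 cells counted for the yeast strain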;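 also: median GFP channel fluorescence of the gated AGP1 strain per well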
# CIT2 TOR yeast: yeast TOR pathway CIT2-GFP modulation. S. cerevisiae CIT2-GFP strain, flow cytometry, 3 h; 100 means same as DMSO wells. GFP response vs DMSO, % at 10 µM. 320,000 compounds, 0.065% hits;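 active = GFP response relative to DMSO above a set limit, near the screen mean plus 3 SD, cut at about 150% in these data; inconclusive = Fewer than 70 cells measured for a yeast strain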;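 also: ratio of well median GFP fluorescence to mean of DMSO wells on the plate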
# GLD-1 RNA inh: GLD-1-TGE RNA interaction inhibition (C. elegans); Q17339; purified GLD-1 + fluorescein TGE RNA, fluorescence polarization; inhibition, % at 5.96 µM; 320,000 compounds, 0.44% hits;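 active = percent inhibition above a per-plate cutoff, the plate mean of test compounds plus 3 SD, cut at about 30% in these data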;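 also: 0% = DMSO wells with GLD-1 and probe and 100% = wells lacking GLD-1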
# Bcl-xL primary: blocks human Bcl-xL binding to Bim BH3 peptide. Q07817. GST-Bcl-xL / FITC-Bim BH3 peptide fluorescence polarization. inhibition, % at 10.9 µM. 320,000 compounds, 0.7% hits;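 active = inhibition above the mean of all tested compounds plus 3 SD, cutoff set per campaign, cut at about 30% in these data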;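 also: 0% = DMSO wells and 100% = unlabeled Bim-BH3 peptide competitor; inhibitors lower millipolarization by displacing the labeled peptide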
# Target sequence (Q07817 whole entry, looked up): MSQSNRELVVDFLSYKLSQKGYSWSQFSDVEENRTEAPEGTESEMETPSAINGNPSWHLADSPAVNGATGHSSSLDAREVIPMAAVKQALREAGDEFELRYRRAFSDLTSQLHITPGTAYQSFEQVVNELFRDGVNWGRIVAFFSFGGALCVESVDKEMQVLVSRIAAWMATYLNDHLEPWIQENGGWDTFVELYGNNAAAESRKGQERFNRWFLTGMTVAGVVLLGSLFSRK
# MEX-5 binding: C. elegans MEX-5 TCR-2 RNA binding activity. activity score (negative = inhibition of binding), % at 10 µM. Q9XUB2. 300,000 compounds, 0.38% hits. AID 1832. MEX-5/FITC-TCR2 RNA binding, fluorescence polarization; stronger effect = lower value;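 active = inhibition past about -25% in most replicates, and total fluorescence under double the plate's negative control median, limit read from the data; inconclusive = replicates evenly split on the limit, or fluorescence at least double controls; inactive = too little inhibition in most replicates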;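 also: 0% = DMSO and -100% = 5 µM competing unlabeled TCR2 RNA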
# Target sequence (Q9XUB2 whole entry, looked up): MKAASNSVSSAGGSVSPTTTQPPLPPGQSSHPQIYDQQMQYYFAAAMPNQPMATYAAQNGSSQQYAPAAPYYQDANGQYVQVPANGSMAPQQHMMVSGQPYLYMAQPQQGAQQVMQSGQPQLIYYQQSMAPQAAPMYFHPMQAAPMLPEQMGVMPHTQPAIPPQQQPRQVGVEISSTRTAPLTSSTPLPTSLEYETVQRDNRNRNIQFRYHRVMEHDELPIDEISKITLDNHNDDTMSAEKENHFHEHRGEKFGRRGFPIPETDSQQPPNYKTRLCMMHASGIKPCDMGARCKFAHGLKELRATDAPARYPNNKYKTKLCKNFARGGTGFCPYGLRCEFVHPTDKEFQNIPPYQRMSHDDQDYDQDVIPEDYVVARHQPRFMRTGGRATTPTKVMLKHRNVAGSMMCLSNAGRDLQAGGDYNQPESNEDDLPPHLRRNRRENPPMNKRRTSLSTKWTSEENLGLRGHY
# VLA-4 inh: inhibition in a human VLA-4 binding assay; inhibition, % (about 7 µM as worked out from the volumes in the protocol); 330,000 compounds, 0.2% hits; VLA-4 expressing cells, ligand binding flow cytometry; in the data active = inhibition above about 50%
# MCL1 BIM primary: inhibitors of human MCL1 binding to BIM-BH3 peptide. Q07820. GST-MCL1 / FITC-Bim-BH3 fluorescence polarization. inhibition, % at 10.9 µM. 320,000 compounds, 0.68% hits. AID 2057;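 active = inhibition above the mean inhibition of all tested compounds plus 3 SD, set per campaign, cut at about 40% in these data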;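 also: 0% = DMSO wells and 100% = unlabeled Bim-BH3 peptide control; higher means more loss of mP so more displacement of Bim peptide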
# Target sequence (Q07820 whole entry, looked up): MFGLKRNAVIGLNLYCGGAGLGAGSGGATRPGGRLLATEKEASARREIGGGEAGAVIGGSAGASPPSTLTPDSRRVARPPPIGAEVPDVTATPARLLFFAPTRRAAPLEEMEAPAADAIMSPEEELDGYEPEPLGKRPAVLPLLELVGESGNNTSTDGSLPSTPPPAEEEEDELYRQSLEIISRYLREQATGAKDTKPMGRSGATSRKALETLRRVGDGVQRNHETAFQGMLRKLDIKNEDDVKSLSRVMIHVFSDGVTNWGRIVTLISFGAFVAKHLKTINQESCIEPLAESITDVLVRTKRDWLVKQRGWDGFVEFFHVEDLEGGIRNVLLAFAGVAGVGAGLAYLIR
# GRK2 inh: blocks RNA aptamer binding to human GRK2; 330,000 compounds, 0.59% hits; AID 488847; inhibition of aptamer binding, % at 10 µM; P25098; bead flow cytometry, FAM-aptamer displacement from GRK2;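 active = inhibition of aptamer binding above 40%, roughly 3 SD of noise, on plates passing a quality check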;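 also: median bead fluorescence of bound FAM aptamer so fluorescent compounds give negative values; no value below 0 was filed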
# Numbers without * were called inactive; ? = inconclusive; / = no result given; [ ] = dose if it differs, or a comment.
SMILES,Fam108B counter,AGP1-GFP MLPCN,CIT2 TOR yeast,GLD-1 RNA inh,Bcl-xL primary,MEX-5 binding,VLA-4 inh,MCL1 BIM primary,GRK2 inh
NC(=O)c1ccc(N2CCCCC2)c(N2C(=O)CCC2=O)c1,7.1,109.7,110.0,13.8,4.4,5.4,-3.3,2.0,5.0
COc1ccc2oc(C(F)(F)C(F)F)cc(=O)c2c1,1.9,105.0,102.1,4.6,-1.4,-1.7,2.6,-9.0,0.0
COc1ccc(N=C2NC(=O)/C(=C/c3ccco3)S2)cc1,-1.0,100.0,88.3,-8.5,0.7,1.4,10.9,4.2,0.0
CCOc1ccc(NCC(=O)Nc2ccc(C)cc2C)cc1,4.1,107.3,99.5,2.6,3.2,-0.9,-1.4,2.5,3.0
Cc1cc(NC(=O)COC(=O)C2CCN(S(=O)(=O)c3cccc(Cl)c3Cl)CC2)no1,-4.7,93.5,89.8,4.3,-2.0,2.9,7.9,-6.8,10.0
Cc1ccc(NC(=O)C2(NC(=O)c3ccccn3)CCCCC2)cc1Br,7.7,98.1,91.4,-4.5,5.2,-0.2,-16.1,2.8,0.0
Cc1ccc(CC(=O)N2CCN(c3cccc(C(F)(F)F)c3)CC2)cc1,-1.5,87.3,96.5,9.2,-6.5,-3.3,-6.4,-3.4,0.0
CCOC(=O)NC(=O)COC(=O)CCCSc1nc2ccccc2s1,2.9,97.2,94.7,5.8,0.6,3.1,-1.0,0.3,1.0
CCc1cccc(C)c1NC(=O)COC(=O)CNC(=O)c1cccs1,2.0,105.4,100.5,2.1,1.6,0.1,-6.0,0.8,0.0
Cc1ccc(-c2cnc(N)n2C)cc1C,0.0,97.9,91.7,4.0,-2.0,0.1,6.0,-3.3,0.0
CCOC(=O)C1(Cc2ccc(OC)cc2)CCN(C(=O)Cc2cccnc2)CC1,-0.6,100.5,100.5,1.1,-1.5,3.0,0.0,-3.2,4.0
Cc1onc(-c2ccccc2)c1C(=O)N1CCN(C/C=C/c2ccccc2)CC1,-6.0,101.6,104.6,3.2,4.1,-1.3,0.8,5.2,0.0
CCOC(=O)c1oc2ccccc2c1NC(=O)c1cccc(OC)c1OC,-2.7,90.0,91.5,2.4,4.7,-0.6,6.8,4.3,8.0
COc1ccc(/C=C(/NC(=O)c2ccc(C)cc2)C(=O)NCc2ccncc2)cc1,1.6,98.6,109.8,4.4,-2.1,1.2,-15.4,3.1,7.0
O=S(=O)(c1ccc(OCC(O)CN2CCc3ccccc3C2)cc1)N1CCOCC1 (centres undefined),-3.4,88.7,89.2,4.5,-1.3,-2.3,15.8,6.0,0.0
C/C(=N\Nc1cccc(Cl)c1)C1(C)N(O)C(C)(C)C(c2ccco2)=[N+]1[O-] (centres undefined),2.9,/,/,5.8,6.1,-0.6,2.0,4.2,0.0
O=C(/C=C/c1ccc(Cl)cc1Cl)Nc1ccncc1,-9.9,98.7,98.7,-3.3,-6.4,-0.2,16.6,-24.9,0.0
CCOC(=O)N1CCN(C(=S)NC(=O)c2ccc(Br)cc2)CC1,-5.5,102.0,103.5,2.0,10.8,-1.8,-2.4,3.7,0.0
CCc1ccc2[nH]cc(C(=O)OCCOC)c(=O)c2c1,-4.1,98.2,99.1,-0.1,4.1,-2.0,9.0,6.0,0.0
Cc1ccc(C)c(C(C)NC(=O)C2C3CCC(O3)C2C(=O)O)c1 (centres undefined),1.4,93.6,92.1,15.4,8.7,0.5,14.9,5.3,0.0

# Complete entries as entered above. Screens in order: Fam108B counter | AGP1-GFP MLPCN | CIT2 TOR yeast | GLD-1 RNA inh | Bcl-xL primary | MEX-5 binding | VLA-4 inh | MCL1 BIM primary | GRK2 inh
# Shown for CCOC(=O)c1oc2ccccc2c1NC(=O)c1cccc(OC)c1OC → -2.7 | 90.0 | 91.5 | 2.4 | 4.7 | -0.6 | 6.8 | 4.3 | 8.0
# Shown for C/C(=N\Nc1cccc(Cl)c1)C1(C)N(O)C(C)(C)C(c2ccco2)=[N+]1[O-] (centres undefined) → 2.9 | / | / | 5.8 | 6.1 | -0.6 | 2.0 | 4.2 | 0.0
# Shown for Cc1ccc(C)c(C(C)NC(=O)C2C3CCC(O3)C2C(=O)O)c1 (centres undefined) → 1.4 | 93.6 | 92.1 | 15.4 | 8.7 | 0.5 | 14.9 | 5.3 | 0.0
# Shown for COc1ccc(/C=C(/NC(=O)c2ccc(C)cc2)C(=O)NCc2ccncc2)cc1 → 1.6 | 98.6 | 109.8 | 4.4 | -2.1 | 1.2 | -15.4 | 3.1 | 7.0
# Shown for CCc1ccc2[nH]cc(C(=O)OCCOC)c(=O)c2c1 → -4.1 | 98.2 | 99.1 | -0.1 | 4.1 | -2.0 | 9.0 | 6.0 | 0.0

# Going on with the list.
SMILES,Fam108B counter,AGP1-GFP MLPCN,CIT2 TOR yeast,GLD-1 RNA inh,Bcl-xL primary,MEX-5 binding,VLA-4 inh,MCL1 BIM primary,GRK2 inh
COc1ccc(S(=O)(=O)N2CCN(c3ccccc3)CC2)cc1C(=O)N1CCCC1,-3.4,103.8,92.8,0.1,1.7,1.5,-5.2,0.6,10.0
CCOc1ccc(S(=O)(=O)N2CCCC(C(=O)Nc3cccc(C)c3)C2)cc1 (centres undefined),-0.9,89.1,85.8,3.8,-1.6,-0.3,13.6,-1.6,3.0
O=c1cc(-c2cccc(Cl)c2)oc2cccc(O)c12,3.8,82.0,83.0,3.5,-0.2,1.4,21.9,-0.4,2.0
Cc1ccc(NC(=O)Nc2cccn(Cc3c(F)cccc3Cl)c2=O)cc1,2.9,96.8,96.9,-4.5,0.1,-0.7,-8.2,-3.5,0.0
COC(=O)C1=C(Nc2ccccc2NC(=O)c2ccccc2C(=O)O)CSC1,-2.6,101.2,98.7,4.8,7.2,1.0,3.8,4.9,0.0
CCOC(=O)N1CCN(C(=O)C(NC(=O)c2ccc(C(C)(C)C)cc2)C(C)C)CC1 (centres undefined),/,91.9,96.3,-1.5,5.2,/,8.5,0.9,0.0
CCOP(=O)(/C(C#N)=C(\C)O)c1ccccc1 (centres undefined),0.5,109.1,101.5,3.4,0.3,-3.1,-5.6,7.7,0.0
COc1ccc(-c2noc(CCCC(=O)NCCc3ccccc3)n2)cc1OC,-0.8,106.1,105.4,-5.7,-0.4,0.0,8.1,2.8,0.0
C=C(C)Cn1c(CCNC(=O)CC)nc2ccccc21,0.3,103.3,108.2,7.7,-0.3,1.7,6.8,-3.2,2.0
O=c1[nH]c2cccc(F)c2n2cccc12,-0.5,105.0,101.3,-1.4,6.1,-1.3,15.8,7.9,0.0
CC(=O)Nc1ccc(N=Nc2ccccc2)cc1,1.4,95.0,96.4,8.0,-0.7,0.5,-192.4,-2.0,3.0
COCCSc1ccccc1C(=O)NCc1ccc2c(c1)OCO2,-0.4,96.5,89.7,-2.9,11.4,-0.7,18.4,12.4,1.0
O=C(CC1C(=O)NCCN1C(=O)Nc1ccccc1)Nc1cc(Cl)cc(Cl)c1 (centres undefined),0.0,97.4,/,0.7,1.2,2.1,4.6,8.2,2.0
COc1ccc(N(CC(=O)NC2CCCC2)S(=O)(=O)c2c(C)[nH]c(=O)[nH]c2=O)cc1,-7.1,102.9,96.8,-10.1,-2.8,-1.4,13.7,-11.7,23.0
CCN(CC)C(=O)Cn1nnc(-c2ccc(S(C)(=O)=O)cc2)n1,2.5,83.0,90.4,2.8,-8.1,0.1,0.8,-13.5,0.0
COc1cccc(N=NC2C(=O)N(C(N)=S)N=C2C)c1 (centres undefined),2.2,97.9,102.3,8.8,7.5,-0.8,15.1,9.2,1.0
CCc1sc(C(=O)NCCCn2ccnc2)cc1Br,-1.7,80.9[may fluoresce red and violet],?,-7.4,-0.2,-1.9,6.4,2.3,0.0
CCOc1cc(NC(=S)NCC(C)C)c(OCC)cc1NC(=O)c1ccco1,0.2,102.0,97.1,0.3,7.1,0.0,12.8,4.7,0.0
Cc1ccccc1-c1nc(CS(=O)CC(=O)NC2CCCC2)c(C)o1 (centres undefined),-5.8,111.0,107.0,-2.7,6.9,-0.8,0.0,-1.9,0.0
Nc1c(CO)nnn1-c1ccccc1,-1.8,110.5,108.5,6.6,3.7,2.1,13.5,-1.9,1.0
Cc1ccc(NC(=O)CN(C)C(=O)c2ccc(C(F)(F)F)cc2)cc1,2.8,107.4,109.2,9.1,1.6,-1.4,23.0,6.4,4.0
Oc1ccc(Br)cc1CN1CCCCCCC1,-1.8,89.9,90.0,3.3,0.2,0.2,25.6,0.8,3.0
O=Cc1cccn1Cc1ccc(Cl)cc1Cl,3.1,109.8,101.0,2.9,2.7,-0.8,-3.5,4.4,0.0
CCCCOC(=O)c1ccc(NC(=O)c2cc(Cl)ccc2OC)cc1,-7.9,105.2,105.9,-1.7,4.0,-1.8,-7.2,4.3,0.0
O=C1CCC(C(=O)OCc2nnc(-c3ccccc3)o2)=NN1,-0.7,106.3,94.2,3.9,2.5,0.2,1.2,-1.2,2.0
CC(=O)c1ccc(N2CCN(S(=O)(=O)c3ccc(-c4cc(C)no4)s3)CC2)cc1,-6.9,104.3,97.5,-5.1,3.2,0.0,26.7,5.2,1.0
N#C/C(=C\c1c[nH]c2ccc(Br)cc12)c1ccccn1,3.2,97.5,99.9,4.8,7.5,-3.4,-3.1,10.1,2.0
CN(C)/C=C/C(=O)c1ccccc1,0.9,99.4,78.0,3.2,2.8,0.1,-1.4,0.7,1.0
C[C@@H](C(=O)NNC(=O)c1ccc(Cl)cc1)N1C(=O)C2CC=CCC2C1=O (some centres undefined),/,100.3,101.1,3.1,/,/,-5.8,/,0.0
Cc1ccc2cc(C#N)c(NCCCNC(=O)C3CCCO3)nc2c1 (centres undefined),-0.3,101.6,92.3,7.5,3.7,-4.1,37.0,3.4,1.0
COc1ccc(S(=O)(=O)N2CCCN(S(=O)(=O)c3ccc(OC)c(C)c3)CC2)cc1C,-4.6,89.1,88.5,-2.5,1.0,-0.2,-0.8,1.8,0.0
Cc1nnc(NC(=O)CSc2ccc(-c3ccccn3)nn2)s1,-3.5,108.2,105.3,1.9,7.4,-3.4,8.2,4.9,1.0
Cc1ccc(S(=O)(=O)CC(=O)NCc2ccccc2)cc1,4.5,102.9,98.8,-4.5,2.8,-1.2,-21.9,-1.7,1.0
O=C(Cc1ccc(Cl)cc1Cl)Nc1ccc(OC(F)F)c(Cl)c1,-1.5,100.4,98.6,8.2,1.7,-0.5,21.2,2.9,2.0
CCN(CC)S(=O)(=O)c1ccc(OCC(=O)NC2CCS(=O)(=O)C2)c([N+](=O)[O-])c1 (centres undefined),6.2,92.9,93.9,3.8,-5.2,2.7,10.8,-0.4,5.0
CC1=CCC2C(=O)N(c3ccc(OC(=O)c4ccco4)cc3)C(=O)C2C1 (centres undefined),0.0,99.4,97.0,0.1,-0.4,0.7,-0.1,3.5,0.0
COc1ccc(-c2c(C#N)c(N)nc3c2CCc2ccccc2-3)cc1OC,-7.5,94.8,73.9,13.3,1.4,-0.2,-4.6,4.6,2.0
CS(=O)(=O)Nc1ccc(-c2nnc3n2CCCCC3)cc1,-1.9,96.5,91.1,1.0,2.1,-0.5,-7.7,7.1,0.0
O=C(NNC(=O)c1ccccc1F)c1ccc(Cl)c(S(=O)(=O)N2CCOCC2)c1,/,100.9,102.3,0.2,5.0,/,8.3,-2.2,0.0
O=C(O)CNC(=O)CCn1nnc2ccccc2c1=O,2.5,101.3,89.1,4.9,5.9,0.3,-12.9,5.0,0.0
